High-throughput results from PubChem.
DT40 TDP1 CPT: qHTS for Inhibitors of human tyrosyl-DNA phosphodiesterase 1 (TDP1): qHTS in cells in presence of CPT. hit rate 12% among 420,000. chicken DT40 Tdp1-/-;hTDP1 cells + 20 nM CPT, ATP luminescence, 48 h. Potency, µM (titrated, usually from 46.2 µM), for inactives: at the highest dose activity change, negative = growth inhibition, usual class: inhibitors; also: nearly all actives have a fitted effect of over 55% in size
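Chicken DT40 Tdp1-/- cells stably complemented with human TDP1 were seeded at 400 cells/well in medium containing 20 nM camptothecin, exposed to pin-transferred compounds, and grown at 37 °C for at least 48 hr. Viability was read as ATP luminescence.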
N370S GC: qHTS Assay for Inhibitors and Activators of N370S glucocerebrosidase as a Potential Chaperone Treatment of Gaucher Disease; AID 2101, 2009; Potency, µM (doses to about 59.4 µM), inactives show at the highest dose activity change, negative = inhibition, actives largely listed as inhibitors; N370S GC spleen homogenate, 4MU-glucoside fluorescence; hit rate 0.092% among 330,000;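 also: 0% = full enzyme activity and -100% = no enzyme basal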
FEN1 inh: qHTS Assay for the Inhibitors of Human Flap endonuclease 1 (FEN1). hit rate 0.35% among 390,000. Recombinant FEN1 flap cleavage, fluorescence, 15 min. Potency, µM (doses to about 114 µM), without a hit: at the highest dose activity change, negative = inhibition, usual class: inhibitors. P39748; also: nearly all actives have a fitted effect of over 65% in size
Target sequence (P39748 whole entry, looked up): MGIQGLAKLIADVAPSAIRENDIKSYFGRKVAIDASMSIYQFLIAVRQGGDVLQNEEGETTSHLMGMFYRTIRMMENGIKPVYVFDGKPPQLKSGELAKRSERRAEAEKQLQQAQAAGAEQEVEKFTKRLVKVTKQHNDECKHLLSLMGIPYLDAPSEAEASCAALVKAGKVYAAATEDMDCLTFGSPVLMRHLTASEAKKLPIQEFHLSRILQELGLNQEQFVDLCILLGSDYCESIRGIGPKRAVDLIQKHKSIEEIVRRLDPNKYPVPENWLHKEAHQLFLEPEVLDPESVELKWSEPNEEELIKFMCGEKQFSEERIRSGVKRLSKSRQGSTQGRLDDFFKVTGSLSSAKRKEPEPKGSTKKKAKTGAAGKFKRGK
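Potency values derive from four-parameter Hill fits of normalized qHTS data. The reaction used 10 nM FEN1 preincubated 15 min at room temperature with compound, then 50 nM DNA substrate, read at 0 and 15 min.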
Active calls of the source: *; & = joins results of further samples; [ ] = another dose, or the depositor's remark. Calls follow the shape of the dose curve; as a rule, active = well fitted curve in the direction sought with a large enough effect; inconclusive = small, poorly fitted or top-dose-only effect, or another doubt; inactive = no such curve, though single readings can be large; an effect the other way counts as inactive or inconclusive. Unless noted, % is scaled to controls: 0 for no effect and ±100 for the full control effect; potency is read from the fitted curve at half-maximal effect.

For CCCc1ccc(OCc2ccc(C(=O)Nc3ccccc3C(=O)OC)o2)cc1 the results were DT40 TDP1 CPT inconclusive and FEN1 inh -14%.
`O=C(C[C@@H]1C/C=C\CC[C@@H](Cc2ccc(F)cc2)C(=O)OC[C@@H](Cc2ccccc2)NC1=O)NCCO` gave DT40 TDP1 CPT 15µM* and FEN1 inh 12%.
For Cc1nc2nc(C)c(CCC(=O)N3CCN(c4ccccn4)CC3)c(C)n2n1 the results were DT40 TDP1 CPT 0%, N370S GC -28% and FEN1 inh -4%.
`CCC(CC)C(=O)N1c2ccc(F)cc2CCC1C` (stereo unspecified) gave DT40 TDP1 CPT -28%, N370S GC -4% and FEN1 inh -4%.
Screening O=C(Nc1nc2ccccc2s1)c1cc(-c2ccco2)nc2ccccc12 returned DT40 TDP1 CPT 18µM*, N370S GC -11% and FEN1 inh 9%.
Screening O=C(Nc1ccccc1C(=O)N1CCCC1)C1COc2ccccc2O1 (stereo unspecified) returned DT40 TDP1 CPT 19%, N370S GC -4% and FEN1 inh 1%.
Screening O=C(Cc1ccc(F)cc1)NO returned DT40 TDP1 CPT -1% and FEN1 inh -1%.
COc1ccc(OCCCC(=O)NC(C)c2ccccc2)cc1 (stereo unspecified) was read as DT40 TDP1 CPT -24% and FEN1 inh -4%.
Screening O=C(C[C@@H]1C/C=C\CC[C@H](Cc2ccc(F)cc2)C(=O)OC[C@@H](Cc2ccccc2)NC1=O)NCCO returned DT40 TDP1 CPT inconclusive and FEN1 inh -3%.
Screening COc1cc(OC)cc(C(=O)Nn2cc(C(=O)N3CCN(C)CC3)c3ccccc3c2=O)c1 returned DT40 TDP1 CPT -5%, N370S GC -1% and FEN1 inh -3%.
COc1cccc(CNC(=O)CSC2=Nc3ccccc3C3=NC(C)C(=O)N23)c1OC (stereo unspecified) was read as DT40 TDP1 CPT inconclusive and FEN1 inh 8%.
Screening Cc1c(Cl)cccc1N(CC(=O)O)S(C)(=O)=O returned DT40 TDP1 CPT -9%, N370S GC 6% and FEN1 inh 7%.
O=C(O)C1CC=CC2CCN(C3CCCCC3)C(=O)C21 (stereo unspecified) was read as N370S GC -6% and FEN1 inh 6%.
For Cc1cc(C(=O)NCc2cccs2)n(-c2ccccc2)n1 the results were DT40 TDP1 CPT inconclusive, N370S GC 4% and FEN1 inh -3%.
`CC1(C)Cc2nc3oc4c(SCC(N)=O)ncnc4c3cc2CO1` gave DT40 TDP1 CPT -2%, N370S GC -2% and FEN1 inh -5%.
For CC(=O)Nc1cccc(NC(=O)CSc2nc3c(c(=O)n(C)c(=O)n3C)n2C)c1 the results were DT40 TDP1 CPT 9%, N370S GC -16% and FEN1 inh -12%.
For O=C(NNC(=S)Nc1ccc(F)c(Cl)c1)C1CC1 the results were DT40 TDP1 CPT 43%[activator], N370S GC 3% and FEN1 inh -8%.
Screening CC(C)(C)c1nnc2sc(SCC(=O)c3cccs3)nn2c1=O returned DT40 TDP1 CPT inconclusive, N370S GC 29% and FEN1 inh 9%.
CN(CC(=O)Nc1c(Cl)cccc1Cl)C(=O)C1CCN(C(=O)Nc2ccccc2)CC1 was read as DT40 TDP1 CPT 3%, N370S GC -3% and FEN1 inh 9%.
`CCN(CC)CCCCCC(=O)Nc1ccccc1C(=O)Nc1ccccc1` gave DT40 TDP1 CPT 6%, N370S GC -7% and FEN1 inh -3%.

Grouped by structure: the compounds so far containing nitrogen in an aromatic ring
For Cc1nc2nc(C)c(CCC(=O)N3CCN(c4ccccn4)CC3)c(C)n2n1 the results were DT40 TDP1 CPT 0%, N370S GC -28% and FEN1 inh -4%.
Screening O=C(Nc1nc2ccccc2s1)c1cc(-c2ccco2)nc2ccccc12 returned DT40 TDP1 CPT 18µM*, N370S GC -11% and FEN1 inh 9%.
Screening COc1cc(OC)cc(C(=O)Nn2cc(C(=O)N3CCN(C)CC3)c3ccccc3c2=O)c1 returned DT40 TDP1 CPT -5%, N370S GC -1% and FEN1 inh -3%.
For Cc1cc(C(=O)NCc2cccs2)n(-c2ccccc2)n1 the results were DT40 TDP1 CPT inconclusive, N370S GC 4% and FEN1 inh -3%.
`CC1(C)Cc2nc3oc4c(SCC(N)=O)ncnc4c3cc2CO1` gave DT40 TDP1 CPT -2%, N370S GC -2% and FEN1 inh -5%.
For CC(=O)Nc1cccc(NC(=O)CSc2nc3c(c(=O)n(C)c(=O)n3C)n2C)c1 the results were DT40 TDP1 CPT 9%, N370S GC -16% and FEN1 inh -12%.
Screening CC(C)(C)c1nnc2sc(SCC(=O)c3cccs3)nn2c1=O returned DT40 TDP1 CPT inconclusive, N370S GC 29% and FEN1 inh 9%.

Next section
CCOc1ccc(C(C(=O)NCC2CCCO2)N(Cc2cccc(OC)c2)C(=O)c2snc(C(N)=O)c2N)cc1 (stereo unspecified) was read as DT40 TDP1 CPT 2%, N370S GC -2% and FEN1 inh -7%.
Screening COCCNC(=O)CSc1nc2cc3c(cc2c(=O)n1CCCCCC(=O)NCCc1ccc(OC)c(OC)c1)OCO3 returned DT40 TDP1 CPT 9% and FEN1 inh -1%.
For FC(F)(F)c1cc(-c2cccs2)nc2cc(-c3cccs3)nn12 the results were DT40 TDP1 CPT -10%, N370S GC -2% and FEN1 inh 13%.
Cc1cccc(C)c1C(OCCN(C)C)C1CCCCC1 (stereo unspecified) was read as DT40 TDP1 CPT 18µM*, N370S GC -23% and FEN1 inh -4%.
Screening Cc1ccc(S(=O)(=O)C2C(=O)N(C)C3(C)CC2c2ccccc2O3)cc1 (stereo unspecified) returned DT40 TDP1 CPT -24%, N370S GC -2% and FEN1 inh 4%.
`CCCC(=O)Nc1ccc2c(c1)C(=O)NC2=O` gave DT40 TDP1 CPT 7%, N370S GC -1% and FEN1 inh 18%.
Screening CCCCSc1nnc2n(-c3cccc(C)c3)c(=O)c3c4c(sc3n12)CCCC4 returned DT40 TDP1 CPT inconclusive and FEN1 inh 10%.
Screening CC1CCC(NC(=O)c2nc(Cn3ccc([N+](=O)[O-])n3)no2)CC1 (stereo unspecified) returned DT40 TDP1 CPT -6%, N370S GC -14% and FEN1 inh -4%.
Screening CC1CCCN(CCOc2ccc3ccccc3c2Br)C1 (stereo unspecified) returned DT40 TDP1 CPT inconclusive, N370S GC -13% and FEN1 inh -16%.
Cc1ccccc1N=C1SC(CC(=O)Nc2ccc3ccccc3c2)C(=O)N1Cc1ccccn1 (stereo unspecified) was read as DT40 TDP1 CPT 18µM*, N370S GC 3% and FEN1 inh -23%.
`Cc1ccc(C(=O)c2cc([N+](=O)[O-])ccc2N2CCCCC2)cc1C` gave DT40 TDP1 CPT 3.3µM*, N370S GC 8% and FEN1 inh 10%.
Screening CCCc1cc(C(=O)NNC(=S)NCc2ccccc2)cs1 returned DT40 TDP1 CPT inconclusive, N370S GC 13% and FEN1 inh 0%.
For CCOc1ccc(S(=O)(=O)N2CCC(C(=O)NCCN3CCOCC3)CC2)cc1C the results were DT40 TDP1 CPT 9%, N370S GC inconclusive and FEN1 inh -4%.
O=C(CN(c1ccc(Br)cc1)S(=O)(=O)c1ccc(Cl)c([N+](=O)[O-])c1)NCCc1ccccc1 was read as DT40 TDP1 CPT -15%, N370S GC 0% and FEN1 inh -9%.
`Cc1c(N2C(=O)C3C4C=CC(C5CC45)C3C2=O)c(=O)n(-c2ccccc2)n1C` (stereo unspecified) gave DT40 TDP1 CPT -9%, N370S GC -6% and FEN1 inh -10%.
`CCn1c(=NC(=O)c2ccc(S(=O)(=O)N3CCCC3)cc2)sc2cc(Br)ccc21` gave DT40 TDP1 CPT inconclusive and FEN1 inh -11%.
For c1ccc(-c2nnsc2-c2nc3ccccc3[nH]2)cc1 the results were DT40 TDP1 CPT -5%, N370S GC -1% and FEN1 inh -10%.
CCOC(=O)CCC(=O)Nc1nnc2n1CCS2 was read as DT40 TDP1 CPT -1% and FEN1 inh 1%.
For Cc1noc(C)c1S(=O)(=O)N1CCN(S(=O)(=O)c2ccccc2C#N)CC1 the results were DT40 TDP1 CPT 4%, N370S GC -1% and FEN1 inh 0%.
`COc1ccc([N+](=O)[O-])cc1NC(=O)C(C)N1CCCC1` (stereo unspecified) gave DT40 TDP1 CPT 14%, N370S GC -2% and FEN1 inh 3%.
CCN(CC(=O)NC1CCCC1)S(=O)(=O)c1ccc(Br)cc1 was read as DT40 TDP1 CPT inconclusive, N370S GC -22% and FEN1 inh -8%.
CCCCCc1nnc(NC(=O)c2ccc(N3CCCC3=O)cc2)s1 was read as DT40 TDP1 CPT inconclusive, N370S GC -2% and FEN1 inh -1%.
For Cc1ccc(S(=O)(=O)Nc2cccc(C(=O)N3CCOCC3)c2)cc1 the results were DT40 TDP1 CPT -13%, N370S GC 2% and FEN1 inh -1%.
For O=C(CSc1nnnn1C1CCCC1)NCc1cccs1 the results were DT40 TDP1 CPT 5%, N370S GC -1% and FEN1 inh 21%.
`COc1ccc(C/C(C)=N/NC(=S)Nc2ccc(Cl)cc2)cc1` gave DT40 TDP1 CPT 15µM*, N370S GC -4% and FEN1 inh 2%.
`O=C(O)c1cc(N(Cc2ccccc2O)Cc2cc(O)ccc2O)ccc1O` gave DT40 TDP1 CPT inconclusive and N370S GC -14%&-10%&7%.
Screening CC(=O)Nc1ccc(S(=O)(=O)N2CCC(C(=O)N[C@@H](Cc3ccccc3)C(=O)O)CC2)cc1 returned DT40 TDP1 CPT -13%, N370S GC -11% and FEN1 inh 14%.
`O=C(/C=C/c1c[nH]c2ccccc12)c1cccc2ccccc12` gave DT40 TDP1 CPT 16µM*, N370S GC inconclusive and FEN1 inh -19%.
For C=CCNCCOc1c(C)cc(C)cc1Cl the results were DT40 TDP1 CPT -30%, N370S GC 1% and FEN1 inh -3%.
Screening Cc1ccc(N2C(=O)CC(C3CCCO3)C2=O)cc1 (stereo unspecified) returned DT40 TDP1 CPT 4% and FEN1 inh 1%.
Screening CC(OC(=O)c1ccc(-c2ccc(O)cc2)cc1)C(=O)NC1CCCCC1C (stereo unspecified) returned DT40 TDP1 CPT -27%, N370S GC -5% and FEN1 inh -8%.
Screening CCN(C(=O)CN1CCN(Cc2ccccc2)CC1)c1c(N)n(Cc2ccccc2)c(=O)[nH]c1=O returned DT40 TDP1 CPT 12µM*, N370S GC 1% and FEN1 inh 3%.
`CCc1ccc(NC(=O)CC2S/C(=N/N=C3CCCCCC3)NC2=O)cc1` (stereo unspecified) gave DT40 TDP1 CPT inconclusive, N370S GC -1% and FEN1 inh 0%.
Screening O=C1CC(c2ccc(S(=O)(=O)NCc3ccncc3)cc2)CN1 (stereo unspecified) returned DT40 TDP1 CPT inconclusive, N370S GC 5% and FEN1 inh -3%.
CC(Cc1ccccc1)Nc1ncnc2c1ncn2C1OC(CO)C(O)C1O (stereo unspecified) was read as DT40 TDP1 CPT 12% and FEN1 inh -3%.
`COc1ccccc1CNC(=O)C1CCN(S(=O)(=O)c2c(C)noc2/C=C/c2cccs2)CC1` gave DT40 TDP1 CPT 18µM* and FEN1 inh 89µM*.
Screening O=C(NCCS(=O)CCNC(=O)C(F)(F)F)C(F)(F)F returned DT40 TDP1 CPT -18%, N370S GC 18% and FEN1 inh 3%.
Screening O=C(NNc1cc(N2CCOCC2)nc(N2CCOCC2)n1)c1ccc([N+](=O)[O-])cc1 returned DT40 TDP1 CPT -15%, N370S GC -19% and FEN1 inh -1%.
O=C(Cc1ccccc1)NCC(=O)N/N=C/c1cccnc1 was read as DT40 TDP1 CPT 5%, N370S GC 2% and FEN1 inh 0%.
Screening Cc1ccccc1N1CCN(Cc2ccc(Br)o2)CC1 returned DT40 TDP1 CPT inconclusive, N370S GC -2% and FEN1 inh -7%.
`CCCC(=O)Nc1nnc(CC(=O)N2CCCC2)s1` gave DT40 TDP1 CPT -1%, N370S GC 25% and FEN1 inh 6%.
Screening Cc1cccc2c(=O)cc(C)n(CC(=O)N3CCCCC3)c12 returned DT40 TDP1 CPT 2%, N370S GC -8% and FEN1 inh 7%.
`O=C(CN1C(=O)C2C3CC(C(Br)C3Br)C2C1=O)OCC(=O)c1cccc([N+](=O)[O-])c1` (stereo unspecified) gave DT40 TDP1 CPT -26%, N370S GC -16% and FEN1 inh -1%.

Some of the compounds tested; count on the stated rates, not on these rows.
